Source: PubChem (Broad Institute)
ERAP1 HTS inh = inhibitors of human ERAP1 aminopeptidase; recombinant ERAP1, Leu-AMC fluorescence, 60 min; Q9NZ08; 0.15% of 340,000 active; inhibition, % at 10.7 µM; AID 652197;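 active = mean replicate inhibition of at least 30%, or all replicates individually reaching that 30% level; inactive = mean below 30% and not every replicate reaching it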;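 also: 0% = neutral control wells and 100% = L-leucinethiol positive control wells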
Xi reactivation = reactivates the inactive X chromosome in mouse fibroblasts; XiGFP mouse fibroblasts, % GFP-positive cells imaging, 3 d; cells co-treated with 5-aza-dC sensitizer; scaled so ellipticine positive control = 100%; activation, % at 7.58 µM; 0.055% of 360,000 active; AID 743238;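 active = mean normalized replicate activation at least 10% and every replicate at or above 10%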;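 also: 0% = median of on-plate neutral control wells and 100% = ellipticine 6 µM median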
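Material: XiGFP fibroblasts, SV40-immortalized; Buffer or medium: DMEM containing 5-aza-dC; Compound dosing: single point; Times: 3 days compound exposure.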
LGR2 inh = inhibitors of bursicon-induced Drosophila LGR2 receptor cAMP signaling | HEK293 LGR2, CRE-luciferase, bursicon-stimulated, 4 h | inhibition, % at 9.99 µM | 0.35% of 380,000 active | AID 720647;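 active = drop in luminescence signal, shown as inhibition above about 50% in the replicate tests, limit read from the data, passing the limit was not always enough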;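 also: agonist challenge used bursicon conditioned medium at about half maximal strength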
C2C12 statin = protects C2C12 myotubes from simvastatin toxicity; rescue of ATP level, % at 7.49 µM; 0.78% of 330,000 active; AID 602340; ATP luminescence, 48 h; scaled: DMSO 0, geranylgeraniol control 100;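 active = mean ATP rescue above about 67%, or every replicate alone reaching that limit, limit read from the data, passing the limit was not always enough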;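 also: myotubes were challenged with 10 µM simvastatin during compound exposure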
PGC1a acetyl inh = modulators of PGC1a acetylation; AID 651687; 0.17% of 350,000 active; inhibition, % at 15.6 µM; U2OS PGC1a acetylation, AlphaScreen anti-acetyl-lysine; with virally co-expressed GCN5 acetyltransferase;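 active = every replicate shows inhibition of at least 40%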;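 also: 0% = neutral control wells and 100% = positive control wells; some results beyond the cut were filed as inactive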
SIRT5 inh = inhibitors of human sirtuin-5 desuccinylase; Purified SirT5, succinyl-peptide AMC, trypsin-coupled fluorescence; 1.1% of 330,000 active; inhibition, % at 15 µM; in the data active = inhibition above about 15%
Target sequence (Q9NXA8 whole entry, looked up): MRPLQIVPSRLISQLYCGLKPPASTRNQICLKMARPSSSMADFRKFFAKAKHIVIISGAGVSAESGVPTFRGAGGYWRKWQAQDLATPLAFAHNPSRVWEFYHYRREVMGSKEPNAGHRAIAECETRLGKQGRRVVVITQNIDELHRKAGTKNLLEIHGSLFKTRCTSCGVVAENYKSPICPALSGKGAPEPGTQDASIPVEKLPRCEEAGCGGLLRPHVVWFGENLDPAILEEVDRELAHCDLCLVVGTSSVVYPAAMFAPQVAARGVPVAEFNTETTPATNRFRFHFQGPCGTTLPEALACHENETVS
S100A4 MyoIIA = inhibitors of human S100A4 binding to myosin IIA peptide; S100A4/TAMRA-MyoIIA peptide fluorescence polarization; inhibition, % at 10.7 µM; P26447; 0.14% of 360,000 active;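 active = mean inhibition of at least 70% across replicates, with every replicate also reaching that level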
Target sequence (P26447 whole entry, looked up): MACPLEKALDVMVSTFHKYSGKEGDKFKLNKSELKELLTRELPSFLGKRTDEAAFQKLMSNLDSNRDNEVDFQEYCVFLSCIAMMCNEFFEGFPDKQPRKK
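Test system: S100A4 monomer protein. Medium: HEPES buffer with Ca2+, pH 7.2. Reagent: fluorescent myosin IIA peptide, 5 nM. Compound dosing: single-point compound testing. Timing: 5 min between mix addition and reading. Benchmarks: DMSO neutral and TFP positive wells.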
Cneo AK release = Cryptococcus neoformans lysis via adenylate kinase release; C. neoformans lysis, adenylate kinase release luminescence, 4 h; normalised: neutral wells 0, clomiphene wells 100; lysis activity, % at 15 µM; 0.2% of 360,000 active;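 active = mean lysis activity across replicates of at least 80%, whatever share of replicates individually reach that level; inactive = mean lysis activity below 80%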
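Assay system: Cryptococcus neoformans yeast cells / Dosing: single-point compound dose / Timing: 4 h at 37 °C static, read 1 h later / Measured by: luminescence of released adenylate kinase using an AK detection reagent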
* = called active by the depositor; / = not tested or not shown; & = joins results of further samples. The list is partial; rates above refer to the full screens.

SMILES	ERAP1 HTS inh	Xi reactivation	LGR2 inh	C2C12 statin	PGC1a acetyl inh	SIRT5 inh	S100A4 MyoIIA	Cneo AK release
CCOC(=O)COc1ccc2c(c1)C(=O)CC(C)(c1cccnc1)O2 (configuration not stated)	-4	/	-11	/	-3	-4	2	/
Cc1cc(C)nc(SCC(=O)Nc2cccc(S(=O)(=O)N(C)C)c2)n1	-8	0.3	4	7	/	-4	5	1
O=C(NCCN1CCN(C(=O)Nc2ccccc2)CC1)Nc1ccccc1	-4	0.2	21	20	1	/	-1	1
CCOc1cc(S(=O)(=O)Nc2ccc(Cl)cn2)ccc1F	/	/	1	22	0	/	/	0
Cc1nc2[nH]c(=S)n(C)c(=O)c2nc1C	5	-0.1	-4	/	/	0	-3	/
CC(C)(C)n1nnnc1C(c1cc2ccccc2o1)N1CCCCC1 (configuration not stated)	1	0.1	-11	/	/	-8	8	/
C[C@@H]1CN([C@@H](C)CO)C(=O)Cc2cc(NS(=O)(=O)c3cn(C)cn3)ccc2O[C@H]1CN(C)S(=O)(=O)c1ccc(Cl)cc1	2	-0.9	-26	-6	12	-1	5	36
COc1c(N)c2c(c([N+](=O)[O-])c1OC)C(=O)OC2	3	0.8	17	-1	8	3	1	0
COc1ccc(NC(=O)CSc2ccc(-c3ccco3)nn2)c(OC)c1	-1	0.1	3	-1	-12	-1	-1	-1
CN(C)c1cccc(C(=O)OCC(=O)Nc2nccs2)c1	-2	0.4	-13	/	/	-2	1	/
C[C@H](CO)N1C[C@H](C)[C@@H](CN(C)S(=O)(=O)c2ccccc2)Oc2c(NC(=O)NC3CCCCC3)cccc2C1=O	-2&1	-0.9&0.1	-11&-18	16&-7	3	-1	-1&0	1&-1
CCOC(=O)C1CCN(CC(=O)Nc2ccc(OC)c(Cl)c2)CC1	-2	0.0	-7	-4	/	11	1	0
c1ccc(-c2nc3ccccc3[nH]2)nc1	13	0.0	-31	-22	5	9	-5	-4
Cc1ccc(C(O)c2ncc(-c3ccc(F)cc3)[nH]2)c(C)c1 (configuration not stated)	1	0.3	11	7	1	/	0	1
COC1OCC(O)C(NC(=O)N(C)N=O)C1O (configuration not stated)	2	0.0	-13	/	/	-3	1	0
O=C(CSc1nc2c(c(=O)n1-c1ccccc1)SCC2)NCC1CCCO1 (configuration not stated)	/	0.9	1	5	-6	-3	3	/
CC1CCN(c2nc(N3CCCCC3)nc(N3CCCCC3)n2)CC1	-1	0.0	7	3	0	-5	-7	0
CC(=O)Oc1ccccc1Cn1c(C)c(C(=O)NCc2ccc(F)cc2)sc1=O	/	-0.2	1	32	/	/	-4	-1
CO[C@@H]1CN(C)C(=O)c2ccc(NC(=O)C3CC3)cc2OC[C@@H](C)N(C(C)=O)C[C@H]1C	-1	0.2	-18	/	/	-1	-3	/
C[C@H]1CN([C@@H](C)CO)C(=O)c2cccc(NC(=O)c3ccc(-c4nccs4)cc3)c2O[C@H]1CN(C)Cc1ccc(C(F)(F)F)cc1	0	0.5	8	38	-5	17*	-3	1
CCC(C)Sc1cc(-c2nc3ccc(Cl)cn3c2NC2CCCCC2)ccc1OC (configuration not stated)	-3&3	0.6&0.2	2	0	/	0	-9&-12	3
Cc1ccccc1S(=O)(=O)N[C@@H]1CC[C@@H](CCNS(=O)(=O)c2cccc(F)c2)O[C@@H]1CO	-5	0.3	-10	4	6	2	-5	0
O=C1CC(N2CCN(c3ccc(C(=O)c4ccc(F)cc4)cc3)CC2)C(=O)N1 (configuration not stated)	/	/	-9	-4	6	/	/	0
Cc1ccccc1NC(=O)/C(=C/c1ccccc1)c1ccccc1	0	/	-14	-5	/	-3	-5	-1
CSc1ccccc1NC(=O)C1=CC(c2ccc(C)cc2)=NS(=O)(=O)N1C	0	0.1	-16	5	-35	-2	-3	2

Sorted by value in LGR2 inh (falling): some entries from above
Structure,ERAP1 HTS inh,LGR2 inh,PGC1a acetyl inh,SIRT5 inh,S100A4 MyoIIA
Cc1ccc(C(O)c2ncc(-c3ccc(F)cc3)[nH]2)c(C)c1 (configuration not stated),1,11,1,/,0
CCC(C)Sc1cc(-c2nc3ccc(Cl)cn3c2NC2CCCCC2)ccc1OC (configuration not stated),-3&3,2,/,0,-9&-12
CCOC(=O)C1CCN(CC(=O)Nc2ccc(OC)c(Cl)c2)CC1,-2,-7,/,11,1

Next part.
SMILES	ERAP1 HTS inh	Xi reactivation	LGR2 inh	C2C12 statin	PGC1a acetyl inh	SIRT5 inh	S100A4 MyoIIA	Cneo AK release
COc1cc2c3c(c1)C1(C(=O)N3C(C)(C)C=C2C)C(C#N)=C(N)Oc2cc(C)oc(=O)c21 (configuration not stated)	/	/	/	114*	-1	/	7	-2
Cc1cc(Cl)ccc1OCCCC(=O)Nc1cc(S(=O)(=O)N2CCOCC2)ccc1N1CCOCC1	-1	0.2	40	-10	-4	-1	-5	1
COc1ccc(NC(=S)N2CCC(N(C)CCN3CCOCC3)CC2)cc1	-6	0.7	12	/	9	0	-2	/
COc1cccc(CC2(CO)CCN(Cc3cnc(-c4cccc(C)c4)nc3)CC2)c1	-2	0.0	-79	/	3	2	-2	/
COc1ccc(NS(=O)(=O)c2cccs2)cn1	-6	0.4	1	-3	-13	-1	-6	3
O=C(C[n+]1ccccc1)N/N=C/c1ccco1	1	0.0	-23	/	-9	5	9	/
COc1nc(N/N=C/c2ccccc2F)nc(N2CCCCC2)n1	/	/	-2	-81	-8	/	/	0
O=C(/C=C/[C@H]1O[C@@H](n2ccc(=O)[nH]c2=O)[C@H](O)[C@@H]1O)N1CCN(CCc2ccccc2)CC1	-4	0.2	-9	2	-9	-9	-2	-2
Cc1ccccc1S(=O)(=O)Cc1ccc(C(=O)NCc2ccc(F)cc2)o1	-5	0.3	-4	/	5	-3	2	0
COc1ccc(S(=O)(=O)N2CCOCC2)cc1NC(=O)CCc1nc2ccccc2c(=O)[nH]1	4	0.1	4	/	6	-6	-6	2
CCC1(CC)NC(=O)N(CC(=O)N2CCc3ccccc32)C1=O	1	0.1	12	-9	-1	/	-3	1
CCNC(=O)C[C@@H]1CC[C@@H]2[C@H](COC[C@@H](O)CN2C(=O)C2CCCC2)O1	1	0.0	-9	3	1	1	-23	9
Cc1nc(NCC2CCCO2)c2nnn(Cc3ccccc3Cl)c2n1 (configuration not stated)	-2	/	-2	/	15	-3	-3	-2
COC(=O)c1cc(Br)c(N)cc1OC	1	-0.2	6	/	-3	0	4	/
Cc1cccn2c(NCc3ccc4c(c3)OCO4)c(-c3ccc(O)cc3)nc12	9	0.0	-5	/	7	2	-4	/
O=C1NC[C@@H](CCCCN2CCN(CC3CCCCC3)C(=O)C2=O)N(Cc2ccccc2)C1=O	-4	0.2	-9	/	/	-2	2	/
O=C(Nc1ccccc1NC(=O)c1ccco1)c1ccccc1	-3	0.0	17	1	/	-3	1	2
CO[C@H]1CN(C)C(=O)c2cc(NS(C)(=O)=O)ccc2OC[C@@H](C)N(Cc2ccccc2)C[C@H]1C	-3	-0.1	-1	-3	7	-2	-8	-3
CC(=O)Nc1ccccc1NS(=O)(=O)c1cccc([N+](=O)[O-])c1	1	0.0	10	1	5	-1	4	/
Cc1ccc(-c2c[n+](CC(=O)Nc3ccccc3C)c3n2CCC3)cc1	-1	0.1	/	/	-13	-4	0	/
COC/C=C/C1=CC2=CC(=O)C(C)(OC(=O)c3cnc4ccccc4n3)C(=O)C2=CN1C1CC1 (configuration not stated)	1	-0.1	-5	-8	5	-2	-18	2
Cc1ccc(S(=O)(=O)N2C[C@H](O)COC[C@H]3O[C@H](CC(=O)NCc4ccc5c(c4)OCO5)CC[C@@H]32)cc1	2	0.4	-14	-9	1	-3	-11	0
COCCN1C2=C(C(=O)CC(C)(C)C2)C(c2ccc(OC)c(OC)c2)C2=C1CC(C)(C)CC2=O	3	0.1	-3	-3	12	4	-7	3
COC(=O)CN1C(=O)N/C(=C/c2cc(OC)c(OC)cc2C)C1=O	1	-0.5	-13	/	-6	-4	3	/
CC(C)C#Cc1cnc2c(c1)C(=O)N([C@H](C)CO)C[C@H](C)[C@H](CN(C)C(=O)CCN1CCCCC1)O2	1	0.1	30	/	1	1	-1	/
COc1cc(-c2ccc3sc(-c4ccsc4)c(C#CCO)c3c2)cc(OC)c1OC	1	0.3	15	-4	-14	1	-2	1
Cc1ccc(Nc2c(F)c(F)c(F)c(F)c2C(=O)O)cc1	5	0.0	7	/	3	6	-4	/

Rewritten comma-delimited: part of the list above
mol,ERAP1 HTS inh,Xi reactivation,LGR2 inh,C2C12 statin,PGC1a acetyl inh,SIRT5 inh,S100A4 MyoIIA,Cneo AK release
Cc1nc(NCC2CCCO2)c2nnn(Cc3ccccc3Cl)c2n1 (configuration not stated),-2,/,-2,/,15,-3,-3,-2
COC(=O)c1cc(Br)c(N)cc1OC,1,-0.2,6,/,-3,0,4,/
Cc1cccn2c(NCc3ccc4c(c3)OCO4)c(-c3ccc(O)cc3)nc12,9,0.0,-5,/,7,2,-4,/
O=C1NC[C@@H](CCCCN2CCN(CC3CCCCC3)C(=O)C2=O)N(Cc2ccccc2)C1=O,-4,0.2,-9,/,/,-2,2,/
O=C(Nc1ccccc1NC(=O)c1ccco1)c1ccccc1,-3,0.0,17,1,/,-3,1,2
CO[C@H]1CN(C)C(=O)c2cc(NS(C)(=O)=O)ccc2OC[C@@H](C)N(Cc2ccccc2)C[C@H]1C,-3,-0.1,-1,-3,7,-2,-8,-3
CC(=O)Nc1ccccc1NS(=O)(=O)c1cccc([N+](=O)[O-])c1,1,0.0,10,1,5,-1,4,/
Cc1ccc(-c2c[n+](CC(=O)Nc3ccccc3C)c3n2CCC3)cc1,-1,0.1,/,/,-13,-4,0,/
COC/C=C/C1=CC2=CC(=O)C(C)(OC(=O)c3cnc4ccccc4n3)C(=O)C2=CN1C1CC1 (configuration not stated),1,-0.1,-5,-8,5,-2,-18,2
Cc1ccc(S(=O)(=O)N2C[C@H](O)COC[C@H]3O[C@H](CC(=O)NCc4ccc5c(c4)OCO5)CC[C@@H]32)cc1,2,0.4,-14,-9,1,-3,-11,0
COCCN1C2=C(C(=O)CC(C)(C)C2)C(c2ccc(OC)c(OC)c2)C2=C1CC(C)(C)CC2=O,3,0.1,-3,-3,12,4,-7,3
COC(=O)CN1C(=O)N/C(=C/c2cc(OC)c(OC)cc2C)C1=O,1,-0.5,-13,/,-6,-4,3,/
CC(C)C#Cc1cnc2c(c1)C(=O)N([C@H](C)CO)C[C@H](C)[C@H](CN(C)C(=O)CCN1CCCCC1)O2,1,0.1,30,/,1,1,-1,/
COc1cc(-c2ccc3sc(-c4ccsc4)c(C#CCO)c3c2)cc(OC)c1OC,1,0.3,15,-4,-14,1,-2,1
Cc1ccc(Nc2c(F)c(F)c(F)c(F)c2C(=O)O)cc1,5,0.0,7,/,3,6,-4,/
